KDM4C inh = KDM4C (human) demethylase inhibition | inhibition, % at 12.5 µM | actives 0.15% (n = 96,000) | AID 720574 | Q9H3R0 | GST-KDM4C 2-372, H3K9me3 peptide, LANCE TR-FRET;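 active = mean replicate inhibition above about 25%, with at least 55% of replicates also reaching it, limit read from the data, passing the limit was not always enough; inconclusive = only one of those two conditions met; inactive = neither condition met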
Target sequence (Q9H3R0 2-372 limits assumed): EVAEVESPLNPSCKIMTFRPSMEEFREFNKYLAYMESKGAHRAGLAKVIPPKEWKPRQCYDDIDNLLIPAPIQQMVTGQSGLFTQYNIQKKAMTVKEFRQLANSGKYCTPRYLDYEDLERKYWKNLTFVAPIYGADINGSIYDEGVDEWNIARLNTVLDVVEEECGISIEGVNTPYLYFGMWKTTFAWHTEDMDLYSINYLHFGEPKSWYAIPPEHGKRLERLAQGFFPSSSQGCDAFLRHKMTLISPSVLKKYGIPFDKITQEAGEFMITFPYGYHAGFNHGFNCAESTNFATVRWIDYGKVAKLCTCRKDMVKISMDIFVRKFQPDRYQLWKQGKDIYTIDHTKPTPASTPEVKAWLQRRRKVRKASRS
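Test system – GST-tagged GASC-1 (JMJD2C) catalytic fragment, aa 2-372 · Medium – HEPES buffer, pH 7.5, plus ascorbate · Reagent – H3K9me3 peptide with Fe(II)/2OG · Compound – one test concentration per compound · Timing – 30 min reaction, 60 min detection, RT · Technique – TR-FRET with Eu antibody and ULight streptavidin, EDTA stop · Read-out basis – inhibition from TR-FRET ratio decrease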
Pf Dd2 growth = P. falciparum Dd2 growth inhibition | SYBR Green, 72 h; hits give low values | activity change, % at 10 µM | actives 2.3% (n = 94,000) | AID 1159554; in the data active = activity change below about -80%; inconclusive = no clear call, values can overlap the other calls
C diff HTS = blocks growth of Clostridium difficile; AID 1259249; growth activity, negative = inhibition, % at 16 µg/mL (by protocol); actives 0.25% (n = 86,000); Clostridium difficile clinical isolate growth, OD600, 24 h; hits give low values;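 active = mean growth activity at or below -80% and every replicate also at or below -80%; inconclusive = mean at or below -80% but some replicate above -80%; inactive = mean growth activity above -80%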;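 also: 0% = DMSO wells and -100% = levofloxacin 16 µg/mL wells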
Tcruzi prolif = blocks T. cruzi growth in NIH3T3 culture | actives 5.9% (n = 77,000) | T. cruzi beta-gal in NIH3T3, GalScreen luminescence, 90 h | inhibition, % at 8.34 µM;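 active = mean inhibition above about 93%, with at least 55% of replicates each passing it, limit read from the data, passing the limit was not always enough; inconclusive = only one of those two conditions holds; inactive = neither condition holds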
The depositor's hits bear a star; ? = inconclusive; . = no result given; & = joins results of further samples.

(1) O=C(NCC1CC1)[C@@H]1[C@@H](CO)[C@@H]2Cn3c(ccc(-c4cncnc4)c3=O)[C@@H]2N1C(=O)NC1CCCC1
(2) COc1ccccc1C#Cc1cnc2c(c1)C(=O)N([C@H](C)CO)C[C@H](C)[C@H](CN(C)C)O2
(3) C[C@H](CO)N1C[C@H](C)[C@@H](CN(C)C(=O)Nc2cccc3ccccc23)Oc2ccc(NC(=O)Nc3ccc(F)cc3)cc2CC1=O
(4) CN1C(=O)c2cc(NC(=O)c3ccc(Cl)cc3)ccc2OC[C@H]2O[C@H](CC(=O)NCc3cccc(F)c3)CC[C@H]21
(5) C[C@@H]1CN([C@@H](C)CO)C(=O)c2cc(NS(=O)(=O)c3ccc(Cl)cc3)ccc2O[C@@H](C)CCCCO[C@H]1CN(C)S(=O)(=O)c1cccs1

assay / entry,1,2,3,4,5
KDM4C inh,2.3,18,-1.0,-0.8,0.3
Pf Dd2 growth,.,-16,-37,-16,-10
C diff HTS,0,4,-5,11,-3
Tcruzi prolif,-29,67,-28,101*,101

(6) CNC[C@@H]1Oc2ccc(NC(=O)Cn3cnnn3)cc2C(=O)N([C@H](C)CO)C[C@@H]1C
(7) COc1cccc(-c2ccc([C@@H]3[C@H]4CN(C(=O)CN5CCOCC5)CC(=O)N4[C@H]3CO)cc2)c1
(8) C[C@@H]1CCCCO[C@@H](CN(C)S(=O)(=O)c2cccs2)[C@@H](C)CN([C@@H](C)CO)C(=O)c2cc(NC(=O)NC3CCCCC3)ccc2O1
(9) Cc1noc(C)c1NC(=O)Nc1cccc2c1O[C@@H](CN(C)Cc1ccc(-c3ccccc3)cc1)[C@@H](C)CN([C@@H](C)CO)C2=O
(10) O=C(C[C@H]1CC[C@H]2[C@@H](COC[C@H](O)CN2C(=O)Nc2ccc(Cl)cc2)O1)NC1Cc2ccccc2C1

assay / entry,6,7,8,9,10
KDM4C inh,1.7,1.6,-1.0,2.1,-3.7
Pf Dd2 growth,27,-16,?,8,-20
C diff HTS,1,-6,11,1,40&-5
Tcruzi prolif,22,.,48,-15,.

(11) COc1ccc(S(=O)(=O)Nc2cccc3c2O[C@H](CN(C)S(=O)(=O)c2cn(C)cn2)[C@@H](C)CN([C@@H](C)CO)C3=O)cc1
(12) COc1ccccc1CN1C[C@@H](C)[C@H](OC)CN(C)C(=O)c2ccc(NC(=O)Nc3ccccc3OC)cc2OC[C@H]1C
(13) C[C@H]1CN([C@@H](C)CO)C(=O)c2cc(-c3ccccc3)cnc2O[C@H]1CN(C)Cc1ccccn1
(14) O=C(c1ccc(F)cc1)N1CC(=O)N2[C@H](CO)[C@@H](c3ccc(C#CC4CCCCC4)cc3)[C@H]2C1
(15) C[C@H]1CN([C@@H](C)CO)C(=O)Cc2cc(NC(=O)Nc3ccccc3)ccc2O[C@@H]1CN(C)Cc1ccccc1

assay / entry,11,12,13,14,15
KDM4C inh,0.8,1.1,1.2,-0.6,-1.9
Pf Dd2 growth,8,-90*,-31,-20,-39
C diff HTS,.,.,1,-3,-1
Tcruzi prolif,40,28,88,.,42

(16) CCCNC(=O)N(C)C[C@H]1Oc2cc(C#C[C@@H](C)O)ccc2S(=O)(=O)N([C@@H](C)CO)C[C@@H]1C
(17) C[C@H]1CN([C@@H](C)CO)S(=O)(=O)c2ccc(C3=CCCC3)cc2O[C@@H]1CN(C)C(=O)c1ccccc1
(18) CN(C)C(=O)c1cccc(-c2ccc3c(c2)[C@H]2[C@H](CCN2C(=O)c2ccccc2)[C@@H](CO)N3C)c1
(19) C[C@@H]1CCCCO[C@@H](CN(C)C(=O)c2ccccc2)[C@H](C)CN([C@@H](C)CO)C(=O)c2cc(NC(=O)c3ccncc3)ccc2O1
(20) COc1ccc2c3c(n(C)c2c1)[C@H](CO)N(CC1CCOCC1)CC31CCN(C(=O)CN(C)C)CC1

assay / entry,16,17,18,19,20
KDM4C inh,12,1.5,0.9,-0.5,2.2
Pf Dd2 growth,11,-21,-75,6,-55
C diff HTS,0,2,12,6,5
Tcruzi prolif,-1,63,102*,14,.

(21) O=C(NCC[C@H]1CC[C@@H](NC(=O)C2CCOCC2)[C@H](CO)O1)c1ccc(F)cc1
(22) C[C@@H]1CN([C@H](C)CO)C(=O)Cc2cc(NC(=O)Cc3ccccc3)ccc2O[C@H]1CN(C)Cc1ccc(Cl)c(Cl)c1
(23) CCS(=O)(=O)N1CCC2(CC1)CN(Cc1ccc3c(c1)OCO3)[C@@H](CO)c1c2c2ccc(OC)cc2n1C
(24) COc1ccc(CN(C)C[C@@H]2Oc3c(NC(=O)c4cnccn4)cccc3C(=O)N([C@@H](C)CO)C[C@H]2C)cc1
(25) CN(C)C(=O)c1cccc(-c2ccc([C@@H]3[C@@H](CO)N4CCCCN(C(=O)C5CCCC5)C[C@@H]34)cc2)c1

assay / entry,21,22,23,24,25
KDM4C inh,0.3,-2.5,0.0,-3.1,.
Pf Dd2 growth,12,8,-41,-24,-11
C diff HTS,3,78,-7,0,-6
Tcruzi prolif,15,26,.,-22,32

(26) CCCC#Cc1ccc2c(c1)O[C@H](CN(C)C(=O)c1ccccc1F)[C@H](C)CN([C@H](C)CO)S2(=O)=O
(27) O=C(C[C@H]1C[C@@H]2c3cc(NS(=O)(=O)c4ccc(F)cc4)ccc3O[C@@H]2[C@H](CO)O1)NCc1ccccn1
(28) CO[C@H]1CN(C)C(=O)c2ccc(NC(C)=O)cc2OC[C@@H](C)N(S(=O)(=O)c2cn(C)cn2)C[C@@H]1C
(29) COCCNC(=O)C[C@H]1CC[C@@H]2[C@H](COC[C@H](O)CN2Cc2cccc(-c3ccncc3)c2)O1
(30) C[C@H](CO)N1C[C@H](C)[C@H](CN(C)Cc2ccc(Cl)c(Cl)c2)Oc2ccc(NC(=O)NC3CCCCC3)cc2CC1=O

assay / entry,26,27,28,29,30
KDM4C inh,-0.9,-0.8,0.8,-0.2,-0.4
Pf Dd2 growth,-81*,0,-12,12,-12
C diff HTS,17,-3,.,5&-2,82
Tcruzi prolif,33,.,-15,-13,81

One compound at a time, as listed above. Screens in order: KDM4C inh, Pf Dd2 growth, C diff HTS, Tcruzi prolif
`COc1cccc(-c2ccc([C@@H]3[C@H]4CN(C(=O)CN5CCOCC5)CC(=O)N4[C@H]3CO)cc2)c1` is entered as 1.6, -16, -6, .
`CCCC#Cc1ccc2c(c1)O[C@H](CN(C)C(=O)c1ccccc1F)[C@H](C)CN([C@H](C)CO)S2(=O)=O` is entered as -0.9, -81*, 17, 33
`O=C(NCC1CC1)[C@@H]1[C@@H](CO)[C@@H]2Cn3c(ccc(-c4cncnc4)c3=O)[C@@H]2N1C(=O)NC1CCCC1` is entered as 2.3, ., 0, -29
`COc1ccc(CN(C)C[C@@H]2Oc3c(NC(=O)c4cnccn4)cccc3C(=O)N([C@@H](C)CO)C[C@H]2C)cc1` is entered as -3.1, -24, 0, -22

(continued)
(31) C[C@@H]1CCCCO[C@@H](CN(C)CC2CCCCC2)[C@@H](C)CN([C@@H](C)CO)C(=O)c2cc(NS(=O)(=O)c3ccc(Cl)cc3)ccc2O1
(32) C[C@@H]1CN([C@H](C)CO)C(=O)c2cc(/C=C/c3ccccc3)cnc2O[C@H]1CN(C)C(=O)c1ccncc1
(33) C[C@H]1CN([C@@H](C)CO)S(=O)(=O)c2ccc(C#CCN(C)C)cc2O[C@@H]1CN(C)Cc1cccnc1
(34) COCC(=O)Nc1ccc2c(c1)OC[C@H](C)N(Cc1cc(F)ccc1F)C[C@H](C)[C@@H](OC)CN(C)C2=O
(35) COc1cccc(NC(=O)N(C)C[C@H]2Oc3ncc(Br)cc3C(=O)N([C@H](C)CO)C[C@H]2C)c1

assay / entry,31,32,33,34,35
KDM4C inh,-1.8,5.6,3.6,1.6,1.1
Pf Dd2 growth,-19,-18,-42,7,46
C diff HTS,-7,-2,-1,-3,-5
Tcruzi prolif,64,60,104*,.,2

(36) CC(=O)NC[C@@H]1[C@@H](c2ccc(C3=CCCC3)cc2)[C@@H](CO)N1C(=O)C1CCC1
(37) CCNC(=O)[C@@H]1[C@@H](CO)[C@@H]2Cn3c(ccc(C4=CCCCC4)c3=O)[C@H]1N2C(=O)Cc1ccccn1
(38) CCC(=O)N1CC[C@@H]2[C@@H](CO)Nc3ccc(-c4ccc(C(=O)N(C)C)cc4)cc3[C@@H]21
(39) CO[C@H]1CN(C)C(=O)c2ccc(NS(C)(=O)=O)cc2OC[C@@H](C)N(C(=O)C2CCOCC2)C[C@H]1C
(40) O=C(Cc1ccncc1)N1CC[C@@H]2[C@@H](CO)Nc3ccc(-c4cccc(F)c4)cc3[C@@H]21

assay / entry,36,37,38,39,40
KDM4C inh,-0.4,1.1,0.0,0.6,0.9
Pf Dd2 growth,-5,24,-12,-6,-92*
C diff HTS,-3,0,4,.,1
Tcruzi prolif,.,.,103*,29,.

(41) O=C(Nc1ccc(C(F)(F)F)cc1)N[C@H]1CC[C@H](CCNC(=O)c2ccccc2F)O[C@@H]1CO
(42) CN(C)C(=O)c1ccc(-c2ccc([C@H]3[C@@H](C#N)N(C(=O)Cc4ccccn4)[C@@H]3CO)cc2)cc1
(43) Cc1ccc(S(=O)(=O)Nc2ccc3c(c2)CC(=O)N([C@H](C)CO)C[C@H](C)[C@H](CN(C)S(=O)(=O)c2ccc(C)cc2)O3)cc1
(44) C[C@H]1CN([C@@H](C)CO)C(=O)c2c(c3ccccc3n2C)-c2ccccc2CO[C@H]1CN(C)Cc1ccc2c(c1)OCCN2C
(45) COc1ccc(NC(=O)N(C)C[C@H]2OCc3cnnn3CCCC(=O)N([C@@H](C)CO)C[C@H]2C)cc1

assay / entry,41,42,43,44,45
KDM4C inh,-1.6,-2.7,0.1,-3.3,.
Pf Dd2 growth,-49,-29,-41,-63,-10
C diff HTS,7,2,3,45,-1
Tcruzi prolif,3,76,34,.,-72

(46) C[C@@H]1CN([C@H](C)CO)C(=O)CCCn2nncc2CO[C@@H]1CN(C)C(=O)OCc1ccccc1
(47) C/C=C/c1cnc2c(c1)C(=O)N([C@@H](C)CO)C[C@H](C)[C@H](CN(C)C(=O)C1CCC1)O2
(48) COc1ccccc1-c1ccc([C@H]2[C@@H](CO)N3CCCCN(C(=O)NC4CCCC4)C[C@@H]23)cc1
(49) O=C(Nc1ccc2c(c1)[C@@H]1C[C@H](CC(=O)N3CCOCC3)O[C@H](CO)[C@@H]1O2)C1CCOCC1
(50) CCCNC(=O)N(C)C[C@@H]1Oc2cc(C#CCN(C)C)ccc2S(=O)(=O)N([C@@H](C)CO)C[C@H]1C

assay / entry,46,47,48,49,50
KDM4C inh,0.6,6.8,0.1,1.3,2.1
Pf Dd2 growth,-1&-4,18,25,23,7
C diff HTS,-3,.,4,.,-5
Tcruzi prolif,0&-1,71,100*,16,63

(51) C[C@@H]1CN([C@H](C)CO)C(=O)c2cc(NS(=O)(=O)c3cn(C)cn3)ccc2O[C@@H]1CN(C)S(=O)(=O)c1ccc(Cl)cc1
(52) CCCNC(=O)N1CC2(C1)[C@H](c1ccccc1)[C@H](CO)N2C(=O)c1ccncc1
(53) CCC(=O)N1CC2(C1)[C@H](c1ccccc1)[C@H](CO)N2C(=O)NC(C)C
(54) COc1cccc(S(=O)(=O)N[C@@H]2C=C[C@@H](CC(=O)NCc3ccc(Cl)cc3)O[C@H]2CO)c1
(55) CC(C)CC#Cc1cnc2c(c1)C(=O)N([C@H](C)CO)C[C@H](C)[C@H](CN(C)S(=O)(=O)c1cn(C)cn1)O2

assay / entry,51,52,53,54,55
KDM4C inh,9.9,-0.3,-2.0,2.1,-0.7
Pf Dd2 growth,7,25,17,12,9
C diff HTS,5,-1,-2,2,-5
Tcruzi prolif,18,.,.,-19,64

(56) C[C@@H]1CN([C@@H](C)CO)C(=O)c2cc(N(C)C)ccc2O[C@H]1CN(C)Cc1ccc(Cl)c(Cl)c1
(57) C[C@H]1CCCCO[C@@H](CN(C)Cc2ccccc2)[C@@H](C)CN([C@@H](C)CO)C(=O)c2cc(NS(=O)(=O)c3cn(C)cn3)ccc2O1
(58) C[C@@H]1CCCCO[C@H](CN(C)S(=O)(=O)c2cccs2)[C@@H](C)CN([C@H](C)CO)C(=O)c2cc(NC(=O)CCCCCC(=O)Nc3ccccc3N)ccc2O1
(59) C[C@@H]1CN([C@@H](C)CO)S(=O)(=O)c2ccc(-c3ccccc3)cc2O[C@@H]1CN(C)C(=O)C1CCC1
(60) C[C@H]1CN([C@@H](C)CO)S(=O)(=O)c2ccc(C#Cc3cccc(F)c3)cc2O[C@H]1CN(C)C(=O)NC1CCCCC1
(61) C[C@H]1CCCCO[C@@H](CN(C)S(=O)(=O)c2ccc(F)cc2)[C@@H](C)CN([C@@H](C)CO)C(=O)c2cc(NC(=O)CCC(F)(F)F)ccc2O1
(62) C[C@H](CO)N1C[C@H](C)[C@@H](CN(C)C(=O)Nc2ccc3c(c2)OCO3)Oc2c(cccc2N(C)C)C1=O
(63) CO[C@@H]1CN(C)C(=O)c2cc(NC(=O)c3cc(C)on3)ccc2OC[C@@H](C)N(C(=O)C2CC2)C[C@H]1C

assay / entry,56,57,58,59,60,61,62,63
KDM4C inh,2.4,4.6,-1.7,0.5,-1.8,-0.1,1.0,-1.1
Pf Dd2 growth,-25,-26,-68,5,-18,.,8,9
C diff HTS,0,5,4,.,-10,-5,-3,0
Tcruzi prolif,44,.,.,42,.,47,16,-8
